High-throughput results (PubChem)
LGR2 inh = inhibitors of bursicon-induced Drosophila LGR2 receptor cAMP signaling. HEK293 LGR2, CRE-luciferase, bursicon-stimulated, 4 h. inhibition, % at 9.99 µM. 380,000 compounds, 0.35% hits. AID 720647;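 active means drop in luminescence signal, shown as inhibition above about 50% in the replicate tests, limit read from the data, passing the limit was not always enough; inconclusive means probably only some replicates passing the limit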;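 further: agonist challenge used bursicon conditioned medium at about half maximal strength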
Casp6 inh = inhibitors of human caspase-6. AID 686996. inhibition, % at 12.5 µM. 350,000 compounds, 0.53% hits. P55212. purified caspase-6, Z-VEID-R110 cleavage fluorescence;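 active means mean inhibition across replicates at least about 35%, with every replicate also reaching that limit, limit read from the data; inconclusive means only one of the two criteria met; inactive means neither criterion met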;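 further: 0% = median of neutral control wells and 100% = no fluorescence left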
Target sequence (P55212 24-179 limits assumed): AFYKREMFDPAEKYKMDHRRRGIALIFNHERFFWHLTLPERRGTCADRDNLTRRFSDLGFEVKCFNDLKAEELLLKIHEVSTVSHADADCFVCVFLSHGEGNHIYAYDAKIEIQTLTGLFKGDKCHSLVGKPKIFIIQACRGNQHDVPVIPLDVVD
Target sequence (P55212 194-293 limits assumed): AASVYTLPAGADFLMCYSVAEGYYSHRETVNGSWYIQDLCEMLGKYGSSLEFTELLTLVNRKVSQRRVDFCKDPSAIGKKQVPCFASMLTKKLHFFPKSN
ARNT TACC3 PPI = disrupts binding between human ARNT and TACC3 | AlphaScreen His-ARNT PAS-B/GST-TACC3 binding, luminescence; TACC3 fragment carries E629A point mutation | AID 623870 | Q9Y6A5 | 390,000 compounds, 0.66% hits | inhibition, % at 9.99 µM;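 active means mean inhibition of replicates at least 50% and at least half of replicates each reaching 50%; inconclusive means half or more replicates reach 50% but mean below 50%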;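 further: 0% = complete ARNT plus TACC3 wells and 100% = ARNT alone without TACC3; many hits fall short of the cut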
DENV2 CPE rescue = protects cells from dengue virus 2 cytopathic effect. DENV2-infected cells, cytopathic effect rescue, plate reader. CPE inhibition, % at 9.99 µM. 350,000 compounds, 1.7% hits. AID 651640; in the data active means CPE inhibition above about 20%, passing the limit was not always enough; inconclusive means no clear call, values can overlap the other calls; tested in BHK-21 cells;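 further: 0% = median of neutral control wells and 100% = median of positive control wells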
EWS-Fli block = blocks EWS/Fli oncoprotein-driven transcription. A673 NR0B1-luciferase reporter, viability-normalised. inhibition, % at 12.6 µM. 350,000 compounds, 0.67% hits. AID 651661;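 active means mean inhibition of at least 50% after viability correction, with every replicate also passing that limit; inconclusive means mean reaches 50% but only one of two replicates passes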;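 further: firefly luciferase signal divided by Alamar Blue viability fluorescence both relative to DMSO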
PAX8 reporter = lowers PAX8-driven luciferase in RMG-I cells; RMG-I TPO-luciferase reporter, SteadyGlo, 24 h; inhibition, % at 12.6 µM; 360,000 compounds, 1.2% hits;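 active means mean replicate inhibition at least 60% with every replicate also reaching 60%; inconclusive means only one of the two criteria is met; inactive means mean below 60% and not all replicates reaching 60%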;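 further: luciferase light reporting Pax8 driven TPO promoter activity; plate controls were median of neutral control wells for no effect and mitoxantrone controls for full effect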
SIRT5 block = sirtuin-5 (human) deacylase inhibition; Q9NXA8; inhibition, % at 15 µM; Purified SirT5, succinyl-peptide AMC, trypsin-coupled fluorescence; 330,000 compounds, 1.1% hits; in the data active means inhibition above about 15%; inconclusive means no clear call, values can overlap the other calls
Target sequence (Q9NXA8 whole entry, looked up): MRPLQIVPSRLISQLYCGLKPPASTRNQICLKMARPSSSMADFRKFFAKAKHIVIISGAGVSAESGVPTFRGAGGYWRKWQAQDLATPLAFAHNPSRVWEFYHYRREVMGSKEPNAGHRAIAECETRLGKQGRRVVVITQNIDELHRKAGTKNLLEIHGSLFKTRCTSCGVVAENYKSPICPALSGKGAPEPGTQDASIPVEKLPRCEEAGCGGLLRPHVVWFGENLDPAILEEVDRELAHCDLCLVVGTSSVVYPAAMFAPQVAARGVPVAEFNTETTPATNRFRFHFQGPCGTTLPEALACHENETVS
Starred values were filed as active, the others as inactive; ? = inconclusive; · = not tested or not shown; & = joins results of further samples.

smiles	LGR2 inh	Casp6 inh	ARNT TACC3 PPI	DENV2 CPE rescue	EWS-Fli block	PAX8 reporter	SIRT5 block
O=C(CCN1C(=O)c2ccc([N+](=O)[O-])cc2C1=O)Nc1ccccc1C(=O)O	3	0	1	13	0	1	1
O=C(Nc1ccnn1C1CCN(C2CCC2)CC1)c1cccc(F)c1	9	-5	2	-4	5	-13	-4
COc1ccc(N2CCN(C3CCCN(Cc4ccc(F)c(F)c4)C3)CC2)cc1 (stereo not given)	·	1	6	?	6	7	-2
CN(CC(=O)Nc1ccccc1F)CC(=O)Nc1ccccc1Br	5	-2	0	-4	0	12	-2
CC(C)NC(=O)CC1(C(=O)NCc2ccc(Cl)cc2)CCCC1	-3	0	-1	9	4	18	-6
COc1ccccc1N1CCN(C(=O)CCCn2c(=S)[nH]c3ccccc3c2=O)CC1	-5	0	·	7	9	18	-1
CN(C)c1nc2c(c(=O)[nH]c(=O)n2C)n1CCOc1ccccc1	-7	-1	0	?	13	-5	1
O=C(CCc1nnc(COc2ccccc2)o1)NCc1ccccc1C(F)(F)F	5	7	13	6	-11	-30	-4
O=C(NC1CCCC1)N1CC(=O)N2[C@H](C1)[C@H](c1ccc(-c3cccc(F)c3)cc1)[C@@H]2CO	·	·	·	8	-5	-4	-4
CC(C)CC#Cc1ccc([C@@H]2[C@@H](CO)N3CCCCN(S(=O)(=O)c4ccc(F)cc4)C[C@@H]23)cc1	1	0	-5	-5	5	-9	-2
Cc1noc(C)c1S(=O)(=O)Nc1ccc2c(c1)C(=O)N([C@@H](C)CO)C[C@H](C)[C@@H](CN(C)S(=O)(=O)c1cccs1)OCCCC[C@@H](C)O2	16	·	3	?	8	-11	·
N#Cc1ccc(CN2CCN(CC(=O)NCCc3ccc(Cl)cc3Cl)CC2)cc1	0	-1	-2	-3	21	32	-2
COc1ccc2c3c(n(C)c2c1)[C@H](CO)NCC31CCN(C(=O)Nc2ccc3c(c2)OCO3)CC1	2	2	·	19	-6	4	6
CN(CC(=O)Nc1ccccc1F)S(=O)(=O)c1ccc2c(c1)n(C)c(=O)c(=O)n2C	1	-1	-2	-2	-1	-5	-3
C[C@@H]1CN([C@H](C)CO)C(=O)c2cc(NS(=O)(=O)c3ccccc3)ccc2O[C@@H](C)CCCCO[C@H]1CN(C)S(=O)(=O)c1ccc(Cl)cc1	-1	4	·	-1	-5	73*	·
O=C(NCc1cccnc1)C(=O)NCC1OCCCN1S(=O)(=O)c1ccccc1 (stereo not given)	2	·	-1	·	·	-1	·
OCC1(CCOc2ccccc2)CCN(Cc2ccc(OC(F)F)cc2)CC1	5	-3	36	1	10	0	2
CC(=O)Nc1ccc(NC(=O)CSc2nnc(-c3cccs3)n2C)cc1	5	2	0	?	-1	-15	-11
C[C@H](CO)N1C[C@H](C)[C@@H](CN(C)C(=O)Cc2ccccc2)OCCCC[C@H](C)Oc2ccc(NC(=O)Nc3cccc4ccccc34)cc2C1=O	-13	2	11	24*	11	15	10
COC(=O)c1ccc(C23CC4(C2)[C@H](CN(Cc2ccc(C(F)(F)F)cc2)[C@@H]4c2ccccc2)C3c2ccc(Cl)nc2)cc1 (stereo not given in full)	·	-4	·	-7	-8	-23	-2
CN1C(=O)CC(C(=O)O)SC1=Nc1ccc(F)cc1 (stereo not given)	2	-3	-2	8	10	·	-3
COc1cc(C(=O)N=c2sc3c(C)ccc(OC)c3n2C)cc(OC)c1OC	3	6	-9	2	4	-3	-34
C[C@@H]1CN([C@H](C)CO)C(=O)c2cc(NC(=O)C3CCCCC3)ccc2O[C@@H](C)CCCCO[C@H]1CN(C)C(=O)Nc1ccc(C(F)(F)F)cc1	-4	-4	-5	-1	5	4	-3
COc1cc(C(=O)N2CCCC(c3cc(C(=O)NCc4ccc(F)cc4)no3)C2)cc(OC)c1C (stereo not given)	3	-1	·	1	8	20	1
O=C(C[C@@H]1CC[C@H]2NC[C@H](O)COC[C@@H]2O1)NCCc1ccccc1	-1	1	2	8	-1	10	1
COC(C[C@@H](O)C[C@H](O)[C@H](C)OCc1ccccc1)OC	·	0	-14	-8	-8	-4	6
Cc1ccc(CNC(=O)c2ccc(N3CCC4(CC3)CC(c3cccc(Br)c3)=NO4)c(NC(=O)c3c(Cl)cccc3Cl)c2)cc1	-18	-2	-13	-5	0	31	·
O=S1(=O)N[C@@H](Cc2ccccc2)COc2cc(N3CCC[C@@H]3CO)ccc21	10	3	·	-3	15	8	0
COc1ccc(S(=O)(=O)N(C)C[C@H]2OCCCC[C@@H](C)Oc3ccc(NC(=O)Nc4ccc(F)cc4)cc3C(=O)N([C@@H](C)CO)C[C@@H]2C)cc1	12	-2	-6	-3	-2	38	16*
C[C@@H]1CN([C@H](C)CO)C(=O)c2cc(NC(=O)Nc3ccc4c(c3)OCO4)ccc2O[C@@H](C)CCCCO[C@@H]1CN(C)C(=O)C1CCCCC1	10	-3	3	9	-6	·	9

6 successive compounds out of the list so far, quoted:
smiles	LGR2 inh	Casp6 inh	ARNT TACC3 PPI	DENV2 CPE rescue	EWS-Fli block	PAX8 reporter	SIRT5 block
O=C(CCN1C(=O)c2ccc([N+](=O)[O-])cc2C1=O)Nc1ccccc1C(=O)O	3	0	1	13	0	1	1
O=C(Nc1ccnn1C1CCN(C2CCC2)CC1)c1cccc(F)c1	9	-5	2	-4	5	-13	-4
COc1ccc(N2CCN(C3CCCN(Cc4ccc(F)c(F)c4)C3)CC2)cc1 (stereo not given)	·	1	6	?	6	7	-2
CN(CC(=O)Nc1ccccc1F)CC(=O)Nc1ccccc1Br	5	-2	0	-4	0	12	-2
CC(C)NC(=O)CC1(C(=O)NCc2ccc(Cl)cc2)CCCC1	-3	0	-1	9	4	18	-6
COc1ccccc1N1CCN(C(=O)CCCn2c(=S)[nH]c3ccccc3c2=O)CC1	-5	0	·	7	9	18	-1

Remaining list, next part.
smiles	LGR2 inh	Casp6 inh	ARNT TACC3 PPI	DENV2 CPE rescue	EWS-Fli block	PAX8 reporter	SIRT5 block
Cc1noc(C)c1NC(=O)NCC[C@H]1CC[C@H](NC(=O)c2ccccc2)[C@@H](CO)O1	2	-1	-7	7	-2	-2	-6
CCN(c1ccccc1)S(=O)(=O)c1ccc(N2CCN(c3ccc(O)cc3)CC2)nc1	-3	-1	-4	-7	-1	-7	·
O=C(COC(=O)CCc1ccc(S(=O)(=O)N2CCCCC2)cc1)Nc1ccc2c(c1)OCO2	-27	2	-5	·	·	·	-2
CCOC(=O)N1CCC(NC(=O)c2ccc(CS(=O)(=O)c3ccc(OC)cc3)o2)CC1	1	-4	3	-9	6	-2	·
Cc1cc(/C=C(\C#N)C(=O)NCCc2c[nH]c3ccccc23)c(C)n1C	-1	1	·	1	4	4	-2
O=C(O)c1ccc(NC2=C/C(=N/S(=O)(=O)c3cccs3)c3ccccc3C2=O)cc1	?	100*	·	?	0	36	20*
NS(=O)(=O)c1ccc(N2CCN(CCOc3ccc(Cl)cc3)CC2)nc1	-10	-2	·	-4	43	-20	-3
O=C(CN1CCOCC1)Nc1nc2cc([N+](=O)[O-])ccc2s1	-10	·	0	·	16	16	·
O=C(NCCCn1ccnc1)/C(=C\c1ccccc1F)NC(=O)c1ccccc1	7	-16	13	-4	8	0	1
O=C(NN=Cc1cccc2ccccc12)C(=O)NN=Cc1cccc2ccccc12	-25	0	-2	17	7	3	1
CN1CCN(C(=O)C[C@@H]2CC[C@@H]3[C@H](COC[C@@H](O)CN3Cc3cccc(-c4ccncc4)c3)O2)CC1	-4	1	2	-7	16	3	-3
COc1ccc(NC(=O)CN2C(=O)NC(C)(C3CCCCC3)C2=O)c(OC)c1 (stereo not given)	3	-1	-12	16	11	11	1
O=C(Nc1c(-c2ccc3c(c2)OCO3)[nH][nH]c1=O)c1cccc(C(F)(F)F)c1	-33	4	·	-3	5	-9	-2
CCOC(=O)C1=C[C@@H](C(C)(C)C)N(S(=O)(=O)c2ccc(C)cc2)[C@H]1c1ccccc1	48	-4	·	6	1	20	-1
CO[C@H]1CN(C)C(=O)c2ccc(NC(=O)C3CCCC3)cc2OC[C@H](C)N(CCC(F)(F)F)C[C@H]1C	5	0	-3	0	-4	·	7

By substructure, the entries above with a CF3 group
smiles	LGR2 inh	Casp6 inh	ARNT TACC3 PPI	DENV2 CPE rescue	EWS-Fli block	PAX8 reporter	SIRT5 block
O=C(CCc1nnc(COc2ccccc2)o1)NCc1ccccc1C(F)(F)F	5	7	13	6	-11	-30	-4
COC(=O)c1ccc(C23CC4(C2)[C@H](CN(Cc2ccc(C(F)(F)F)cc2)[C@@H]4c2ccccc2)C3c2ccc(Cl)nc2)cc1 (stereo not given in full)	·	-4	·	-7	-8	-23	-2
C[C@@H]1CN([C@H](C)CO)C(=O)c2cc(NC(=O)C3CCCCC3)ccc2O[C@@H](C)CCCCO[C@H]1CN(C)C(=O)Nc1ccc(C(F)(F)F)cc1	-4	-4	-5	-1	5	4	-3
O=C(Nc1c(-c2ccc3c(c2)OCO3)[nH][nH]c1=O)c1cccc(C(F)(F)F)c1	-33	4	·	-3	5	-9	-2
CO[C@H]1CN(C)C(=O)c2ccc(NC(=O)C3CCCC3)cc2OC[C@H](C)N(CCC(F)(F)F)C[C@H]1C	5	0	-3	0	-4	·	7

Continued.
smiles	LGR2 inh	Casp6 inh	ARNT TACC3 PPI	DENV2 CPE rescue	EWS-Fli block	PAX8 reporter	SIRT5 block
C/C(=N\NC(=O)C1CCCC1)c1ccc(Cl)cc1	-29	0	-1	2	-15	-14	-1
Cc1cccc(C)c1OCCN1CCCC1	5	-19	0	-4	0	8	1
C[C@H](CO)N1C[C@H](C)[C@@H](CN(C)S(=O)(=O)c2ccc(F)cc2)Oc2ccc(NC(=O)C3CC3)cc2C1=O	-15&-29	3&2	-2&2	6&-1	7&8	-4&-16	6&0
C=CCN1C(=O)c2ccc(C(=O)N3CCN(S(=O)(=O)c4cc(C)ccc4C)CC3)cc2C1=O	-3	2	·	2	1	-3	1
CC(NC(=O)c1ccc(Br)cc1Br)c1ccccc1 (stereo not given)	30	·	·	-1	5	13	-2
CCOc1ccc(NCc2cccn2-c2nnc(N3CCC(C(=O)NCCCN4CC(C)CC(C)C4)CC3)s2)cc1 (stereo not given)	2	-48	12	-2	·	8	-5
C[C@@H]1CN([C@@H](C)CO)C(=O)Cc2cc(NS(=O)(=O)c3ccccc3)ccc2O[C@@H]1CN(C)Cc1ccc(C(=O)Nc2ccccc2N)cc1	-1	1	8	4	23	13	1
Cc1ccc(NC(=S)NC2CCCC2)c(C)c1	1	-5	-14	5	-10	-32	-1
Cc1ccc(S(=O)(=O)NCc2ccccc2C)cc1	10	-2	30	-2	-4	-10	-1
CCCCn1c(N)c(N(CCC(C)C)C(=O)COC(=O)/C=C/c2ccc(F)cc2)c(=O)[nH]c1=O	-6	-2	32	-3	38	6	·
COc1cccc(NC(=O)N[C@H]2CC[C@H](CC(=O)N3CCCCC3)O[C@H]2CO)c1	15	0	-4	10	-2	-11	-3
COCCNC(=O)[C@H]1[C@H](CO)[C@H]2Cn3c(ccc(-c4ccccc4)c3=O)[C@@H]1N2C(=O)NC(C)C	6	2	-1	-10	-3	-5	-38
O=C(CN1C(=O)NC2(CCc3ccccc32)C1=O)NCCc1ccccc1 (stereo not given)	-5	3	4	6	12	14	-5
COc1ccc(C#Cc2cnc3c(c2)C(=O)N([C@H](C)CO)C[C@H](C)[C@@H](CN(C)C(=O)c2ccccc2F)O3)cc1	-16	1	0	10	10	·	3
Cc1ccccc1OCC(O)CN1CCN(CC(O)COc2ccccc2C)CC1 (stereo not given)	16	-2	-2	1	2	24	30*
C=CCC1(CC=C)CC(Cc2cnccn2)N(C(=O)OC(C)(C)C)C1 (stereo not given)	12	-2	·	-14	-2	-21	0
COCCn1c(SCC(=O)NC2CCCCC2)nnc1-c1ccco1	-7	1	1	5	-3	-6	-3
